# KDM5B inh = inhibitors of human KDM5B histone demethylase. Q9UGL1. KDM5B demethylase, FDH-coupled NADH fluorescence (FDH is formaldehyde dehydrogenase). Potency, µM (top dose mostly 57.7 µM), without a hit: at the highest dose activity change, negative = inhibition, most hits filed as inhibitors. 220,000 compounds, 2.6% hits; active means well fitted inhibition curve with a large enough effect; inconclusive means small, poorly fitted or top-dose-only effect; inactive means no such curve, though single readings can be large or run the other way; further: 0% is about no effect; nearly all actives have a fitted effect of over 70% in size
# Target sequence (Q9UGL1 whole entry, looked up): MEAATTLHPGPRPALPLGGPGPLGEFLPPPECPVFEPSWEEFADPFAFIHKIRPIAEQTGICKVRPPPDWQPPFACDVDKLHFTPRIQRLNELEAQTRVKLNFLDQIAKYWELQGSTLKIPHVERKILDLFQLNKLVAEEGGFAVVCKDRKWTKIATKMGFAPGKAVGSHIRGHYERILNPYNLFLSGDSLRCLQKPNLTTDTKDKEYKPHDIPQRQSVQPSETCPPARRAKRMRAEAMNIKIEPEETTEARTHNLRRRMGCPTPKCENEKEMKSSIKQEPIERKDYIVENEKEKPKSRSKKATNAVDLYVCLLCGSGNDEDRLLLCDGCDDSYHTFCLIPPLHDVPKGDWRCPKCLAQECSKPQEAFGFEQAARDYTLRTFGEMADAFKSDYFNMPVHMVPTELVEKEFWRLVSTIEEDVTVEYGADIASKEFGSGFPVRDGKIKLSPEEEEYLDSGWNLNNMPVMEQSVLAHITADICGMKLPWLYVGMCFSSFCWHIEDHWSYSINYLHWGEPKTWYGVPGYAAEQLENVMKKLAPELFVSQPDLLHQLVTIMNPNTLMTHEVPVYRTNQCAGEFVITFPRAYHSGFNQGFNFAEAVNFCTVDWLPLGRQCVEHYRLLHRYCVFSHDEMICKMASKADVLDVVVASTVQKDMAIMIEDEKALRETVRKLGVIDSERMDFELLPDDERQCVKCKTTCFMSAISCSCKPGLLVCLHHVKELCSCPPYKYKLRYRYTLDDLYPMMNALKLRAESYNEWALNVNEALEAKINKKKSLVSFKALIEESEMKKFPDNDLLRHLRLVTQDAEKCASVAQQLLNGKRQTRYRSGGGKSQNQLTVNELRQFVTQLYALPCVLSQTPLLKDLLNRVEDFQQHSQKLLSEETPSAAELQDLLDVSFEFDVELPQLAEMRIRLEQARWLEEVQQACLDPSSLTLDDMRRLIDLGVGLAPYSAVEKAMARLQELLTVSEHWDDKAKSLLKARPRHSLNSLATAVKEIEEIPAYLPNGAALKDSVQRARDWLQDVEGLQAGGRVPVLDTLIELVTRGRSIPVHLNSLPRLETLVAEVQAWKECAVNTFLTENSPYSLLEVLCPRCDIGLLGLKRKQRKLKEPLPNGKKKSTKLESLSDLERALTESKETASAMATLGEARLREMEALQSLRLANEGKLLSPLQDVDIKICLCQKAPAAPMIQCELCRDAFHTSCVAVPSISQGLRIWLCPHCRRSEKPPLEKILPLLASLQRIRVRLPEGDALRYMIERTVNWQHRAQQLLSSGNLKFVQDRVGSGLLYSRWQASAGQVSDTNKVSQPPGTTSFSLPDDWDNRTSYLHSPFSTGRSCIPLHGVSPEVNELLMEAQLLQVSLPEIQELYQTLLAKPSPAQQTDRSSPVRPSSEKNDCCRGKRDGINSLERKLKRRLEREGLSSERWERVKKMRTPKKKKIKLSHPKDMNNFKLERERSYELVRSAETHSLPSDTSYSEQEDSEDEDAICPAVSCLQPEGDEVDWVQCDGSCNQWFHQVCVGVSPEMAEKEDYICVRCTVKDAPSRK
#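 Inhibition is measured as reduced NADH fluorescence generation from FDH coupling to formaldehyde release. Truncated KDM5BΔAP at 200 nM final acts on H3K4me3 peptide (12.5 µM in substrate mix) in pH 7.5 HEPES buffer with Tween-20, 30 min, room temperature.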
# The depositor's hits bear a star; ? = inconclusive; [ ] = remark or other dose. Potency means the concentration at half of the fitted maximal effect.
SMILES,KDM5B inh
O=C(CCc1ncc(-c2ccccc2F)o1)N1CCN(S(=O)(=O)c2ccc(F)cc2F)CC1,1.8%
CNC1CCCc2ccccc21 (stereo not given),12.5%
COc1cccc(F)c1C(=O)N1C[C@H](N)C[C@H]1C(=O)NC(C)C,-21.1%
CCn1c(SCC(=O)c2ccc(Cl)cc2)nc2c1c(=O)[nH]c(=O)n2C,6.4%
O=C(NCc1cccn1Cc1ccc(F)cc1)Nc1ccc(F)cc1F,6.0%
Cc1csc2nc(COC(=O)c3ccc(NC(=O)C(C)C)cc3)cc(=O)n12,-12.5%
CCCOc1ccc(-c2cc(C(=O)NCC3CCCO3)c3ccccc3n2)cc1 (stereo not given),?
COCCn1nc2n(c1=O)CCN(C1CCSCC1)CC2,-25.2%
O=C(CC1CCN(C(=O)Cc2cccc(F)c2)C1)NC1CC1 (stereo not given),-17.1%
Cc1ccc(-c2nc(CNC(=O)c3ccccc3)c(C)o2)cc1,-13.3%
COC(=O)[C@@H](Cc1ccccc1)NC(=O)NCC(c1ccccc1)c1ccccc1,7.7%
COc1ccc(C(=O)Nc2ccc(-c3nnc4n3CCCCC4)cc2)cc1OC,-17.1%
O=C(Nc1ccccc1)O[C@@H]1CO[C@H]2[C@@H]1OC[C@@H]2n1nnnc1-c1ccc2c(c1)OCCO2,-6.1%
CCCN1CCN(C(=O)C2CCCN(c3cnc4nccnc4c3)C2)CC1 (stereo not given),-22.1%
CC(NC(=O)CSc1n[nH]c(-c2ccccc2Cl)n1)c1nc2ccccc2[nH]1 (stereo not given),?
Cc1ccc(F)cc1NC(=O)Cc1nc(-c2cccs2)oc1C,?
CCN(CC)C(=O)c1cccc(-c2ccc(OCCn3ccnc3)cc2)c1,?
CCOc1ccc(CN2C(=O)c3ccccc3C2C(=O)NCCc2ccc(OC)c(OC)c2)cc1 (stereo not given),3.7%
Cc1ccc(NC(=O)Nc2ccc(C)n(CC(=O)NCCN3CCCC3)c2=O)cc1,?
CCOC(=O)c1ccc(NC(=O)CCS(=O)(=O)c2ccc3c(c2)oc(=O)n3C)cc1,-2.0%[11.5 µM]
S=c1nccc(-c2ccc(Cl)cc2)[nH]1,?
CC(CCN1CCOCC1)NC(=O)c1cccc(NCC(=O)O)c1 (stereo not given),?
CCc1noc(CC2CCOC3(CCN(S(=O)(=O)c4cc(F)ccc4F)CC3)C2)n1 (stereo not given),3.7%
Cc1ccc(-c2ccc3nnc(CNC(=O)c4cccnc4)n3n2)cc1C,31.6µM*
CCn1c2ccccc2c2nnc(SCC(=O)O)nc21,-24.3%

# (continued)
SMILES,KDM5B inh
OC1(C(F)(F)F)CC(c2ccc3ccccc3c2)=NO1 (stereo not given),11.5%
CCS(=O)(=O)c1nc(S(=O)(=O)c2ccc(C)cc2)c(NC(C)c2ccccc2)s1 (stereo not given),-29.4%
CSc1ccc(-c2noc(-c3ncn4c3COC(c3ccc(F)cc3)C4)n2)cc1 (stereo not given),-25.1%
Cc1cc(=O)[nH]c(N/N=C/c2cc(C)n(-c3ccccc3)c2C)n1,-24.7%
CCCS(=O)(=O)N1C[C@@H](Oc2ccccc2)C[C@H]1C(=O)N1CCOCC1,-8.2%
COc1ccccc1Cc1nnc(NC(=O)C2CCCO2)s1 (stereo not given),1.2%
O=c1cc(CN2CCN(c3cccc(Cl)c3)CC2)c2cc(Cl)ccc2o1,7.5%
CC(C)(C)C(=O)/C(C#N)=C/c1ccccc1OCc1ccccc1Cl,4.9%
Cc1ccc(Cl)cc1N1CCN(C(=O)C2CCN(S(=O)(=O)c3c(C)noc3/C=C/c3ccccc3F)CC2)CC1,-3.6%
Cc1cnc(C2CCC2)n1CCNC(=O)c1cc(C2CC2)[nH]n1,32.7%
O=C(NCCC1CCCO1)c1cc(-c2ccncc2)nc2ccccc12 (stereo not given),-2.2%
Cc1cccn2c(=O)c(C(=O)N3CCN(c4ccccc4)CC3)cnc12,?
C=CCOC(=O)C1C(=O)CC(C)(O)C(C(=O)OCC=C)C1c1ccc(Cl)cc1 (stereo not given),19.7%
O=S(=O)(Cc1ccc(F)cc1)Nc1nc2c(s1)CCCC2,18.0%
COc1cc(C2CC(=O)c3c([nH]c(C(=O)OCc4ccc(C)cc4)c3C)C2)cc(OC)c1OC (stereo not given),-1.0%
COc1cccc(NC(=O)CC2Nc3cc(C)c(C)cc3NC2=O)c1 (stereo not given),?
C[C@@]1(NC(=O)Cc2ccccc2)OC[C@H]2CC[C@@H](C(=O)Nc3ccc(OC(F)(F)F)cc3)N2C1=O,14.8%
O=C1CSC2(C(=O)Nc3ccccc32)N1c1ccc(Cl)cc1 (stereo not given),-7.5%
COc1cc(C)c(S(=O)(=O)N2CCN(c3ccccc3)CC2)cc1C,-2.0%
COc1ccc(C(=O)c2oc3ccccc3c2NC(=O)COc2cccc(C)c2C)cc1,14.8%
CC(C)Nc1ccnc(N2CCN(Cc3ccccc3F)C(CCO)C2)n1 (stereo not given),33.4%[activator]
COc1ccccc1N1C(N)=NC(N)=NC12CCCCC2,45.0%
CCCNC(=O)C1Cn2cccc2C(=O)N1Cc1ccccc1 (stereo not given),-18.0%
CCn1cc(C(=O)Nc2ccc(Cl)cc2Cl)cn1,19.0%
Cc1ccc(NC(=O)COc2c(CO)cc(F)cc2CO)cc1,2.3%

# Next section:
SMILES,KDM5B inh
CC(C)Oc1ccc2ccccc2c1CN1C[C@H](O)C[C@H]1C(=O)O,?
Cc1ccc(-c2nc(CN3CCN(C(=O)C4CCCO4)CC3)cs2)cc1 (stereo not given),13.5%
COc1ccc(/C=C2\Oc3cc(OS(=O)(=O)c4ccccc4)ccc3C2=O)cc1OC,11.3%
COc1ccc(C2=Nc3ccc(F)cc3NC(c3cccc(C(F)(F)F)c3)=N2)cc1,-9.3%
COCCNC(=O)CCn1c(=O)c2cc(OC)c(OC)cc2n(CC(=O)Nc2ccc(Cl)cc2F)c1=O,-11.5%
COC(=O)C1CN(Cc2ccc(OC)cc2)CCS(=O)(=O)N1Cc1cn(CCOC(C)=O)nn1 (stereo not given),-1.8%
CCCn1c(C)c(CC(=O)NCC2COCCO2)c2c1CC(C)(C)CC2=O (stereo not given),?
O=C(c1ccc(-c2ncc3cnc(-c4cccc(F)c4)cn23)cc1)N1CCc2cccnc21,?
COC(=O)c1nc2n(n1)C(c1ccccc1Cl)C(C(=O)Nc1ccc(Cl)cc1)=C(C)N2 (stereo not given),-5.2%
CNC(=O)c1cc2cc(-c3c(C)noc3C)nc(-c3cccc(CO)c3)c2o1,35.5µM*
CCOc1cc(/C=C/c2cc(C(=O)O)c3ccccc3n2)ccc1OC,-15.0%
Cc1ccc(N(CC(=O)N2CCN(c3ccccc3)CC2)S(=O)(=O)c2c(C)noc2C)cc1,-5.3%
Cc1nc2cc(NC(C)C(=O)Nc3ccccc3C)ccc2o1 (stereo not given),?
COc1cc(NS(=O)(=O)c2ccc(NC(=O)c3ccccc3C(=O)O)cc2)nc(OC)n1,-5.6%
CCn1c(CNC(=O)c2ccccc2OC)nnc1SCC(=O)c1ccc(OC)cc1,12.2%
Cc1c(Cl)cccc1NC(=S)NCC(C)N1CCCCC1C (stereo not given),24.6%
O=C(O)CC1CCCN(c2cnn(CC3CC3)c(=O)c2)C1 (stereo not given),11.7%
Cc1oc(-c2cccc(Cl)c2)nc1CSc1nncn2c1cc1occc12,-12.5%
CCOc1ccc(-c2nc(CN(CCO)Cc3csc(-c4ccc(OCC)c(OC)c4)n3)cs2)cc1OC,?
COc1cccc(NC(=O)CCc2nnc3n(CCc4ccccc4)c(=O)c4ccccc4n23)c1,13.1%
CCOC(=O)C1=C(CN(CCOC)Cc2ccco2)NC(=O)NC1c1ccc(C)cc1 (stereo not given),-20.3%
CCOc1ccccc1CN1CCN(C(=O)[C@H]2CCC[C@H]2NC(=O)c2ccncc2)CC1,-13.1%
COc1ccc2c(CNCCc3ccco3)c(C(=O)O)n(Cc3ccccc3)c2c1,?
O=C(C[C@@H]1CCNC[C@@H]1Cc1cc(CSc2ccccc2)on1)NC1CC1,85.4%[activator][86.2 µM]
CC(C)C(=O)Nc1ccc(C2(C(=O)NCc3ccc(F)c(Cl)c3)CCC2)cc1,9.2%

# The list continues.
SMILES,KDM5B inh
CN(C)C(=O)c1ccc2c(c1)N(C)C(CC(=O)NCC(C)(C)O)CO2 (stereo not given),-26.0%
COc1ccc(NC(=O)c2c(NCc3cccc(F)c3)sc3c2CCCC3)c(OC)c1,?
Cc1nn2c(c1-c1ccccc1Oc1ccccc1)N(CC1CCOCC1)CCC2,?
CC(=O)Nc1ccc(CN2CC(Oc3ccc4c(c3)OCO4)C2)cc1,10.9%[149 µM]
COc1ccc(C(O)Cc2nccn2C)cc1 (stereo not given),8.4%
O=C(O)C1C2C=CC(C2)C1C(=O)NCCCN1CCCC1=O (stereo not given),27.6%
Cc1cccc(CC(=O)N2CCC(n3cc(-c4nc(C)no4)nn3)CC2)c1,2.2%
O=C(Nc1cccc(Br)c1)N1CCC2(CC1)SCC(=O)N2Cc1ccco1,?
COCC(NC(=O)c1ccc2nc(C3CCCCC3)oc2c1)c1ccnn1C (stereo not given),0.5%
Cc1cc(F)ccc1NC(=O)c1cc2n(n1)CC(c1ccc(Br)cc1)OC2 (stereo not given),?
Cc1cnc(C(=O)NC2C[C@H]3CC[C@@H](C2)N3C(=O)c2ccc(C)c(C)c2)cn1 (stereo not given in full),0.8%
Cc1ccc(-c2noc(C(C)NS(=O)(=O)c3ccc(C)cc3)n2)cc1 (stereo not given),7.6%
Cn1c(=O)c2cn(S(=O)(=O)c3ccc4c(c3)CCCC4)nc2n(C)c1=O,4.7%
Cc1ccc(C)c(C(C)NC(=O)COc2ccccc2C#N)c1 (stereo not given),23.9%
Cc1ccc(-c2ccc(C(N)=O)o2)cc1,?
CC(O)CSc1nc2c(c(=O)[nH]c(=O)n2C)n1CCc1ccccc1 (stereo not given),9.3%
CCc1ccccc1NC(=O)Cn1c(=O)n(-c2ccc(C)cc2)c(=O)c2cc(OC)c(OC)cc21,-40.6%
CC(OC(=O)CNC(=O)c1sc2ccccc2c1Cl)c1ccccc1 (stereo not given),-13.6%
O=C(C[C@@H]1CCNC[C@@H]1Cc1cc(-c2ccccc2)on1)N1CCOCC1,-15.2%[86.2 µM]
O=C(CCC1CCCN(S(=O)(=O)c2ccc(F)cc2)C1)NCCN1CCOCC1 (stereo not given),5.9%
Cc1ccc(NC(=O)CSc2nc(-c3ccco3)cc(C(F)(F)F)n2)cc1,3.9%
Cc1ccc(-n2nc(C(=O)N3CCN(c4cccc(C(F)(F)F)c4)CC3)c(=O)n(C)c2=O)cc1,-23.9%
O=c1oc2ccc(Cl)cc2cc1-c1nc(-c2cccs2)no1,?
Cc1ccc(C)c(N2CCN(S(=O)(=O)c3c(C)nc4sccn4c3=O)CC2)c1,1.6%
O=C(NCc1ccccn1)c1ccc(Br)cc1,22.7%

# Carrying on:
SMILES,KDM5B inh
Cc1cccc(NC(=O)COc2cccc3c(=O)n(C)ccc23)c1C,?
Cc1ccccc1NC(=O)C1CC(=O)N(c2n[nH]c3cccc(F)c23)C1 (stereo not given),?
O=C(Cn1c(=O)c2c(ncn2C2CCCC2)n(Cc2ccccc2)c1=O)NCCc1ccc(F)cc1,10.5%
CC(C)CCN1CCCN(CCN(C)C)c2ccccc21,?
CCn1c(SCc2noc(-c3ccc(Cl)cc3)n2)nnc1N1CCOCC1,5.7%
Cc1ccc(Sc2ccc(N3CCC(C(=O)Nc4cc(C)cc(C)c4)CC3)nn2)cc1,1.4%
COc1cccc2c1Oc1ncccc1N(C(=O)CCC(=O)NCCC(C)C)C2,13.4%
CC(C)N[C@@H]1CO[C@H](CNC(=O)CC(C)(C)C)[C@H]1O,13.5%[115 µM]
COc1cccc(Oc2c(C)oc3cc(OC(=O)N4CCOCC4)ccc3c2=O)c1,19.7%
O=C(c1ccccn1)N1CCC(c2cc(-c3ccccc3)n[nH]2)CC1,-15.2%
Cc1[nH]c2ccccc2c1C(=O)C(=O)NC(C)CCc1ccccc1 (stereo not given),-16.5%
O=C(Nc1ccccc1)[C@@H]1C[C@@H](c2ccc(F)cc2)N([S+](=O)([O-])c2cccnc2)C1,7.4%[86.2 µM]

# 15 successive compounds from above, quoted:
SMILES,KDM5B inh
O=C(CCc1ncc(-c2ccccc2F)o1)N1CCN(S(=O)(=O)c2ccc(F)cc2F)CC1,1.8%
CNC1CCCc2ccccc21 (stereo not given),12.5%
COc1cccc(F)c1C(=O)N1C[C@H](N)C[C@H]1C(=O)NC(C)C,-21.1%
CCn1c(SCC(=O)c2ccc(Cl)cc2)nc2c1c(=O)[nH]c(=O)n2C,6.4%
O=C(NCc1cccn1Cc1ccc(F)cc1)Nc1ccc(F)cc1F,6.0%
Cc1csc2nc(COC(=O)c3ccc(NC(=O)C(C)C)cc3)cc(=O)n12,-12.5%
CCCOc1ccc(-c2cc(C(=O)NCC3CCCO3)c3ccccc3n2)cc1 (stereo not given),?
COCCn1nc2n(c1=O)CCN(C1CCSCC1)CC2,-25.2%
O=C(CC1CCN(C(=O)Cc2cccc(F)c2)C1)NC1CC1 (stereo not given),-17.1%
Cc1ccc(-c2nc(CNC(=O)c3ccccc3)c(C)o2)cc1,-13.3%
COC(=O)[C@@H](Cc1ccccc1)NC(=O)NCC(c1ccccc1)c1ccccc1,7.7%
COc1ccc(C(=O)Nc2ccc(-c3nnc4n3CCCCC4)cc2)cc1OC,-17.1%
O=C(Nc1ccccc1)O[C@@H]1CO[C@H]2[C@@H]1OC[C@@H]2n1nnnc1-c1ccc2c(c1)OCCO2,-6.1%
CCCN1CCN(C(=O)C2CCCN(c3cnc4nccnc4c3)C2)CC1 (stereo not given),-22.1%
CC(NC(=O)CSc1n[nH]c(-c2ccccc2Cl)n1)c1nc2ccccc2[nH]1 (stereo not given),?

# An excerpt. The share of hits here may be higher or lower than overall.
